# MmCpn inh: inhibitors of Methanococcus maripaludis chaperonin (MmCpn). actives 0.031% (n = 330,000). purified Mm-Cpn ATPase, ADP Transcreener TR-FRET. Potency, µM (highest dose often 76.9 µM), without a hit: top-dose activity, negative = inhibition, hits mostly inhibitors; note: potency is the fitted concentration of half-maximal effect; % is set by controls: 0 for no effect and ±100 for the full control effect; nearly all actives have a fitted effect of over 80% in size
#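 Reaction buffer contained 30 mM Tris pH 7.4, 100 mM KCl, 5 mM MgCl2 and 1 mM DTT. Mm-CPN (25 nM final) hydrolysed 10 uM ATP over 30 min at 37°C; ADP was read by HTRF.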
# PTHR1 agonist: agonists of human PTHR1 parathyroid hormone receptor | Potency, µM (doses to about 115 µM), for the others: at the top dose activation, actives largely listed as activators | actives 0.075% (n = 410,000) | Q03431 | HEK293 GP2 PTHR1 cells, GloSensor cAMP luminescence, 1 h; note: potency is the fitted concentration of half-maximal effect; nearly all actives have a fitted effect of over 55% in size; some results filed as inactive show a strong effect at the top dose; inactives centre near -15; many of its hits are not listed in these tables
# Target sequence (Q03431 whole entry, looked up): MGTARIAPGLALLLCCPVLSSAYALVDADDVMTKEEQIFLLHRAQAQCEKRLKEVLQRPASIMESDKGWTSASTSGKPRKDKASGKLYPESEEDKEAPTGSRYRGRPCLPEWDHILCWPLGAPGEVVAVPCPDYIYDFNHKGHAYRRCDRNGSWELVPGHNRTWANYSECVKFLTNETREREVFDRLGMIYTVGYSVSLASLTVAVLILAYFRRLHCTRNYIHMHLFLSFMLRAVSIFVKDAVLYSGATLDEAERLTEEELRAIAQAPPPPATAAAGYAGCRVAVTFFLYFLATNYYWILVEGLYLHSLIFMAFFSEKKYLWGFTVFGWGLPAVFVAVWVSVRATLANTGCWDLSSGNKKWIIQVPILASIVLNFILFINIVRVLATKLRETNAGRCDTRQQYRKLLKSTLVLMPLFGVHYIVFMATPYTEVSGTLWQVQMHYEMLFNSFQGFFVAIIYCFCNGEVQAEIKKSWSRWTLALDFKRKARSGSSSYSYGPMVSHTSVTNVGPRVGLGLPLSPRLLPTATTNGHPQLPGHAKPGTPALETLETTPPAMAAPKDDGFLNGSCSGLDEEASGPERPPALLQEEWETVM
#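 HEK-293-derived GP2 cells expressing PTHR1 and a GloSensor cAMP reporter, 3,000/well, plated overnight, given luciferin plus IBMX (each 0.5 mM as added) for 1 h at 37 °C, then compound for 1 h at 37 °C. Luminescence was read after 15 min at room temperature.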
# Abeta yeast res: restores growth of yeast expressing A-beta42 peptide. yeast expressing A-beta42, growth rescue, OD600, 48 h; response scale: 0% DMSO, 100% iron-clioquinol control. actives 0.063% (n = 410,000). Potency, µM (series often up to 46.1 µM), without a hit: at the top dose growth rescue, hits mostly activators; note: potency is the fitted concentration of half-maximal effect; nearly all actives have a fitted effect of over 55% in size
#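 Yeast growth medium received pinned compounds, then yeast cells expressing toxic A-beta were added; plates incubated at 30 C for 48 hr. Growth read as absorbance at 600 nm, normalized to DMSO and equimolar FeCl3 plus clioquinol controls.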
# aSyn yeast inh: rescues yeast growth from alpha-synuclein toxicity; AID 652106; actives 0.14% (n = 370,000); Yeast expressing alpha-synuclein, growth rescue, BacTiter-Glo, 24 h; Potency, µM (series often up to 46.1 µM), for the others: top-dose growth rescue (activation), usual class: activators; note: potency is the fitted concentration of half-maximal effect; % of control where 0% means no effect; nearly all actives have a fitted effect of over 65% in size
#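 Galactose-induced alpha-syn yeast (OD600=0.02, raffinose-pregrown) + pinned cpd, 24 hr, 30 deg C; growth by BacTiter-Glo luminescence. Growth restoration scores as activation.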
# Akt phos inh: Akt phosphorylation inhibition. Neuro2A IGF-stimulated pAkt S473 HTRF, 20 min; stronger effect = lower value. activity change, % for hits at 50 µM. actives 0.32% (n = 360,000). AID 651550; in the data active = activity change below about -80%; inconclusive = mostly about -51% to -80%; note: % is set by controls: 0 for no effect and ±100 for the full control effect
#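 Neuro2A cells in DMEM with 0.5% FBS, overnight at 37 deg C, given compound at single 50 µM final, then IGF (6 nM final) for 20 min at 37 deg C. Lysed; phospho-Akt Ser473 by HTRF after 24 h, 665/615 ratio.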
# HEK293 tox: cytotoxicity in counter-screen for GLP-1R inverse agonists; HEK293 cAMP-luciferase reporter cells, luminescence, 24 h; Potency, µM (doses to about 38.3 µM), without a hit: at the highest dose activity change, negative = inhibition, hits mostly inhibitors; actives 0.13% (n = 410,000);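 note: loss of luciferase light is scored as toxicity; potency is the fitted concentration of half-maximal effect; % is set by controls: 0 for no effect and ±100 for the full control effect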
#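 Compound-treated cells are incubated 24 hr at 37 deg C under 5% CO2 after a 12 hour attachment period, then luciferase detection reagent is added and luminescence is measured following 12 min at room temperature; lowered signal indicates toxicity.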
# GLP-1R inv ag: inverse agonists of human GLP-1 receptor. Potency, µM (top dose mostly 38.3 µM), for the others: at the highest dose activity change, negative = inhibition, usual class: inhibitors. HEK293 GLP-1R CRE-luciferase, luminescence, 24 h; GLP-1R form is constitutively active. AID 624417. actives 1.6% (n = 410,000). P43220; note: potency is the fitted concentration of half-maximal effect; % is set by controls: 0 for no effect and ±100 for the full control effect; nearly all actives have a fitted effect of over 55% in size
# Target sequence (P43220 whole entry, looked up): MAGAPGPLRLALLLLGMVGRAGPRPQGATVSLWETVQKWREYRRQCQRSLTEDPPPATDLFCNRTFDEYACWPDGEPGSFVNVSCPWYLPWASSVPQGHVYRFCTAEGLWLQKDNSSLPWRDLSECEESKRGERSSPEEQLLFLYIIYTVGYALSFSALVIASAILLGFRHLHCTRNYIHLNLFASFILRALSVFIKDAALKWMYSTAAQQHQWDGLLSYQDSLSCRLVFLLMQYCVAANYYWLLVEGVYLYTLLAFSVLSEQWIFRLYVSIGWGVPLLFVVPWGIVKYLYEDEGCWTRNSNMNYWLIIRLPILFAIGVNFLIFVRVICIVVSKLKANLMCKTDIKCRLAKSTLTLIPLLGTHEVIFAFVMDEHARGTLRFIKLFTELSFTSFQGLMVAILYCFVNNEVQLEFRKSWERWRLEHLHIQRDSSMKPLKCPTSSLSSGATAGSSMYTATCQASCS
#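 Seeding at 200 cells/uL, 12 h culture, 24 hr compound treatment, then luciferase reagent and a luminescence read; cells are HEK293 stably expressing a constitutively active GLP-1R plus cAMP-responsive luciferase.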
# FUS yeast rescue: suppressors of FUS proteinopathy in yeast; S. cerevisiae FUS-expressing, growth rescue, OD600, 24 h; Potency, µM (series often up to 76.6 µM), without a hit: at the highest dose growth rescue (activation), hits mostly activators; actives 0.24% (n = 390,000); AID 1347120;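 note: potency is the fitted concentration of half-maximal effect; plate controls were DMSO vehicle for no effect and reference control for full effect; nearly all actives have a fitted effect of over 55% in size; some results filed as inactive show a strong effect at the top dose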
#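 Steps: raffinose overnight preculture; dilution to OD 0.005 in 2% galactose minimal medium; compound addition (concentration series); 24hr at 30C, 99% humidity; absorbance read at 600 nm.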
# TDP-43 yeast inh: inhibitors of TDP-43 toxicity in yeast | Potency, µM (series often up to 46.1 µM), for inactives: at the top dose growth rescue (activation), actives largely listed as activators | actives 1.8% (n = 410,000) | AID 652104 | TDP-43 expressing yeast growth rescue, BacTiter-Glo, 24 h; note: potency is the fitted concentration of half-maximal effect; % of control where 0% means no effect; nearly all actives have a fitted effect of over 50% in size
#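 Readout is BacTiter-Glo luminescence of cell growth, so inhibitors register as activators. TDP-43-expressing yeast at OD600=0.02 in galactose medium, after raffinose pregrowth to mid-log, were incubated with compound for 24 hr at 30 deg C.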
# * hit, by the source's call; i = inactive; ? = inconclusive; · = not tested or not shown; [ ] = remark or other dose. Unless noted, calls come from the whole dose curve; as a rule, active = well fitted curve in the direction sought with a large enough effect; inconclusive = small, poorly fitted or top-dose-only effect, or another doubt; inactive = no such curve, though single readings can be large; an effect the other way counts as inactive or inconclusive. The list is partial; rates above refer to the full screens.
# The line under a structure holds: MmCpn inh, PTHR1 agonist, Abeta yeast res, aSyn yeast inh, Akt phos inh, HEK293 tox, GLP-1R inv ag, FUS yeast rescue, TDP-43 yeast inh
> CC/C(=N/Nc1ccccc1C)c1cnnc(SC)n1
 : 2%, i, -5%, -8%, i, 4%, 0%, ·, 2%
> CC(C)(C)NC(=O)c1cc(C(C)(C)C)c(O)c(C(C)(C)C)c1
 : 2%, i, 6%, -3%, i, 8%, -13%, ·, 12%
> COCc1c(C#N)c(NCc2cc(OC)c(OC)c(OC)c2)nc(C)c1[N+](=O)[O-]
 : 3%, -28%, 6%, 6%, i, -17%, ?, 26%, -8%
> COc1ccccc1NC(=O)C1CC(O)CN1C(=O)Oc1ccccc1 (stereo unspecified)
 : 0%, -41%[inhibitor], -5%, 1%, i, -1%, 9%, -11%, -10%
> CCCCc1ccc(NC(=O)CSC2=C(C#N)C(c3ccco3)C3=C(CCCC3=O)N2)cc1 (stereo unspecified)
 : -20%, -10%, -2%, -6%, i, 16%, ?, ?, 8%
> CCOC(=O)c1c(NC(=O)CSc2nccc(=O)[nH]2)sc(C)c1C
 : 1%, -4%, 4%, -4%, i, -2%, 57%[activator], 30%, -26%
> COCCN(C(=S)Nc1cc(C)ccc1C)C(C)c1cccnc1 (stereo unspecified)
 : -1%, i, 5%, -7%, i, -19%, 1%, ·, 5%
> COc1cccc(C2/C(=C(/O)c3ccc4c(c3)CC(C)O4)C(=O)C(=O)N2c2nnc(C)s2)c1 (stereo unspecified)
 : ?, -30%[inhibitor], 2%, -11%, i, -11%, -18%, 32%, -4%
> COc1cc(C2C(C#N)=C(N)OC3=C2C(=O)CCC3)ccc1OC(=O)N1CCOCC1 (stereo unspecified)
 : -3%, -7%[57.5 µM], 22%, -2%, i, -33%, -2%, 0%, -3%
> CC(C)(CO)NCc1c(OCc2ccc(Cl)cc2)ccc2ccccc12
 : 0%, -9%, 4%, 10%, i, ?, 5.6µM*, 0%, 1%
> CC(C)(C)c1ccc(C(=O)N2CCN(CCNC(=O)C(=O)NCc3ccc(Cl)cc3)CC2)cc1
 : -2%, -85%[inhibitor], 7%, 0%, i, -24%, ?, 33%, -8%
> CC(=O)NC(c1ccc2ccccc2c1)c1ccc2cccnc2c1O (stereo unspecified)
 : -1%, -63%[inhibitor], -3%, 3%, i, ?, ?, 16%, ·
> CCc1cccc(CC)c1N1C(=O)CSCC1=O
 : ·, -17%, 11%, 7%, i, 11%, 3%, 8%, 27%
> COCC(=O)Nc1nc(-c2ccc(-c3ccccc3)cc2)cs1
 : -4%, -81%[inhibitor], -8%, -6%, i, 3%, 24%, 43%, 4%
> CCOc1ccc(CCNC(=O)Nc2ccccc2C)cc1OCC
 : 3%, i, -6%, 8%, i, -9%, -17%, 10%, 8%
> CCOc1cc(CN2CCCC(N3CCN(c4ccc(F)cc4)CC3)C2)ccc1OC (stereo unspecified)
 : 1%, -19%, -4%, 2%, i, -6%, ?, -26%, -3%
> COc1ccc(Cl)cc1NS(=O)(=O)c1cccc(C(=O)NCCCN2CCOCC2)c1
 : ·, -13%, 1%, 0%, i, -5%, 3%, -45%, 0%
> Cc1onc(-c2ccccc2Cl)c1C(=O)Nc1ccc2c(c1)OCO2
 : -1%, i, -14%, 6%, i, 6%, -31%, 10%, 16%
> NS(=O)(=O)c1cccc(NC(=O)COC(=O)CCC2CCCC2)c1
 : 2%, -11%, 13%, 1%, i, -9%, 5%, -2%, 13%
> Cc1ccc(NC(=O)CN2C(=O)N/C(=C\c3ccco3)C2=O)cc1
 : -2%, -16%, -4%, ·, ·, ·, ·, 5%, ·
> O=C(CCn1c(=O)[nH]c2ccccc2c1=O)N1CCN(c2ccc(Cl)cc2)CC1
 : 2%, -5%[57.5 µM], 1%, -4%, i, -13%, 4%, 0%, 7%
> O=C(N/N=C/c1cccc(O)c1)c1ccc(COc2ccc3c(c2)CCC3)o1
 : 0%, -17%, 14%, 5%, i, -24%, ?, -22%, 8%
> COc1ccccc1-n1c(CNC(=O)c2cccs2)n[nH]c1=S
 : 0%, i, 2%, 2%, i, -2%[7.66 µM], -11%[7.66 µM], 3%, 19%[9.22 µM]
> Nc1ccn(CCCN2CCN(C(=O)C3CC3)CC2)c(=O)n1
 : ·, -15%, 6%, 1%, i, -27%, 9%, -30%, 6%
> CCN(CC)CCNC(=O)C1c2cc(OC)c(OC)cc2C(=O)N2CCc3ccccc3C12 (stereo unspecified)
 : -2%, i, 0%, 2%, i, -8%, 16%, 10%, -1%
> COc1ccc(CN2C(=O)c3ccccc3C(/C=N\OCc3ccc(F)cc3)C2=O)cc1 (stereo unspecified)
 : -16%, -33%[inhibitor], 5%, 19%, i, 45%[activator], -18%, 22%, ?
> O=C(COc1ccccc1[N+](=O)[O-])N1CCC(c2nc3ccccc3o2)CC1
 : ·, i, 3%, ·, ·, 1%, -10%, 28%, ?
> Cc1ccc2c(=O)cc(C(=O)N(Cc3ccccc3Cl)C3CCS(=O)(=O)C3)oc2c1 (stereo unspecified)
 : ·, i, -6%, ·, ·, 2%, 0%, 11%, 1%
> COc1cccc(CN2CCN(Cc3cccc(Oc4ccccc4)c3)CC2)c1OC
 : -5%, -35%[inhibitor], 4%, -5%, i, ?, 6.3µM*, 20%, -10%
> COc1ccccc1NC(=O)c1oc2ccccc2c1NC(=O)c1ccco1
 : -1%, 0%[57.5 µM], -24%, -2%, ·, 1%, 0%, 46%, -1%
> O=S(=O)(N1CCOCC1)N1CCOCC1
 : 1%, i, 2%, -1%, i, -5%, 9%, -12%, -4%
> CCO[C@H]1OC(C(=O)N2CCN(C)CC2)=C[C@@H](c2ccc3c(c2)OCO3)[C@@H]1CCCO
 : ·, 25%, 4%, -5%, i, -2%, -26%, -9%, -1%
> CC(=O)Nc1cccc(Oc2ncnc3scc(-c4ccc(C)cc4)c23)c1
 : 2%, -19%, 1%, 13%, i, -23%, ?, ?, ?
> CN(C)c1ccc(/C=N/n2cnn(Cc3ccccc3Cl)c2=S)cc1
 : 2%, -22%, 12%, -12%, i, -2%, ?, 7%, -1%
> CCOC(=O)c1ccc(S(=O)(=O)NCC(C)(C)N2CCOCC2)cc1
 : 1%, i, 6%, 4%, i, -10%, 0%, -38%, -1%
> C[C@H](CO)N1C[C@H](C)[C@@H](CN(C)S(C)(=O)=O)Oc2ccc(NC(=O)CCC(F)(F)F)cc2C1=O
 : 0%, i, 0%, -1%, i, 8%, -9%, 3%, 22%
> COCCN(C(=O)CNC(=O)c1ccco1)C(C(=O)NC1CCCCC1)c1cccnc1 (stereo unspecified)
 : 0%, -13%, -3%, -3%, i, 5%, 4%, 4%, 6%
> CC(C(=O)Nc1nnc(C2CC2)s1)N1C(=O)C2CC=CCC2C1=O (stereo unspecified)
 : 4%, -8%, 10%, -1%, i, 5%, 3%, -2%, 3%
> Cc1noc(C)c1C(=O)Nc1nnc(CC(C)C)s1
 : -3%, -15%, -1%, -1%, i, ?, 8%, 1%, 4%
> CCCn1cc(S(=O)(=O)CC(=O)Nc2ccc(OCC)cc2)c2ccccc21
 : -1%, -3%[57.5 µM], 2%, -1%, i, -20%, ?, 15%, 0%
> CCS/C(N)=N/N=C/c1cc(C)ccc1O
 : 0%, -6%[57.5 µM], -33%, -16%, ·, ?, ?, 26%, -13%
> CC(C)(C)C1CCC(=NNC(=O)c2ccc(Br)o2)CC1 (stereo unspecified)
 : -10%, -4%, -3%, -5%, i, -10%, 6%, -4%, 13%
> CC(=O)Nc1ccc(NC(=O)c2ccccc2CC[N+](=O)[O-])cc1
 : 3%, i, 8%, -11%, i, -1%, 1%, 3%, 9%
> CCOc1cc(N2CCOCC2)c(OCC)cc1NC(=O)CC12CC3CC(CC(C3)C1)C2
 : -1%, -7%[57.5 µM], -8%, 12%, i, -13%, 1µM*, ?, 21%
> COc1cccc(CNC(=O)c2cc(S(=O)(=O)N3CCCCC3)ccc2C)c1
 : ·, -20%, -1%, 0%, i, 0%, ?, -6%, 1%

# Given with bars between the fields: eight of the compounds above
SMILES | MmCpn inh | PTHR1 agonist | Abeta yeast res | aSyn yeast inh | Akt phos inh | HEK293 tox | GLP-1R inv ag | FUS yeast rescue | TDP-43 yeast inh
CCOC(=O)c1ccc(S(=O)(=O)NCC(C)(C)N2CCOCC2)cc1 | 1% | i | 6% | 4% | i | -10% | 0% | -38% | -1%
C[C@H](CO)N1C[C@H](C)[C@@H](CN(C)S(C)(=O)=O)Oc2ccc(NC(=O)CCC(F)(F)F)cc2C1=O | 0% | i | 0% | -1% | i | 8% | -9% | 3% | 22%
COCCN(C(=O)CNC(=O)c1ccco1)C(C(=O)NC1CCCCC1)c1cccnc1 (stereo unspecified) | 0% | -13% | -3% | -3% | i | 5% | 4% | 4% | 6%
CC(C(=O)Nc1nnc(C2CC2)s1)N1C(=O)C2CC=CCC2C1=O (stereo unspecified) | 4% | -8% | 10% | -1% | i | 5% | 3% | -2% | 3%
Cc1noc(C)c1C(=O)Nc1nnc(CC(C)C)s1 | -3% | -15% | -1% | -1% | i | ? | 8% | 1% | 4%
CCCn1cc(S(=O)(=O)CC(=O)Nc2ccc(OCC)cc2)c2ccccc21 | -1% | -3%[57.5 µM] | 2% | -1% | i | -20% | ? | 15% | 0%
CCS/C(N)=N/N=C/c1cc(C)ccc1O | 0% | -6%[57.5 µM] | -33% | -16% | · | ? | ? | 26% | -13%
CC(C)(C)C1CCC(=NNC(=O)c2ccc(Br)o2)CC1 (stereo unspecified) | -10% | -4% | -3% | -5% | i | -10% | 6% | -4% | 13%
